High-throughput results (PubChem BioAssay)
Cardiac RTF inh: cardiac RTF calcium desensitization; 340,000 tested, 0.12% active; P19429+P45379; IANBD-labeled cardiac RTF, Ca2+ fluorescence; inhibition, % at 7.15 µM;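 active = inhibition above the mean inhibition of all tested compounds plus 3 SD, cut at about 17% in these data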;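 note: assay run at fixed EC70 calcium of 1.6 mM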
Keap1-Nrf2 PPI: inhibitors of human Keap1-Nrf2 protein-protein interaction; inhibition, % at 9.4 µM; 340,000 tested, 0.15% active; AID 504523; Q14145; Keap1 Kelch-Nrf2 peptide fluorescence polarization, 1536-well; in the data active = inhibition above about 12%;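 note: human Keap1 Kelch domain with fluorescein labeled Nrf2 9mer peptide probe; 0% = neutral control wells and 100% = peptide positive control; higher means more block of Keap1 binding to Nrf2 peptide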
Target sequence (Q14145 whole entry, looked up, the tested form may be a part): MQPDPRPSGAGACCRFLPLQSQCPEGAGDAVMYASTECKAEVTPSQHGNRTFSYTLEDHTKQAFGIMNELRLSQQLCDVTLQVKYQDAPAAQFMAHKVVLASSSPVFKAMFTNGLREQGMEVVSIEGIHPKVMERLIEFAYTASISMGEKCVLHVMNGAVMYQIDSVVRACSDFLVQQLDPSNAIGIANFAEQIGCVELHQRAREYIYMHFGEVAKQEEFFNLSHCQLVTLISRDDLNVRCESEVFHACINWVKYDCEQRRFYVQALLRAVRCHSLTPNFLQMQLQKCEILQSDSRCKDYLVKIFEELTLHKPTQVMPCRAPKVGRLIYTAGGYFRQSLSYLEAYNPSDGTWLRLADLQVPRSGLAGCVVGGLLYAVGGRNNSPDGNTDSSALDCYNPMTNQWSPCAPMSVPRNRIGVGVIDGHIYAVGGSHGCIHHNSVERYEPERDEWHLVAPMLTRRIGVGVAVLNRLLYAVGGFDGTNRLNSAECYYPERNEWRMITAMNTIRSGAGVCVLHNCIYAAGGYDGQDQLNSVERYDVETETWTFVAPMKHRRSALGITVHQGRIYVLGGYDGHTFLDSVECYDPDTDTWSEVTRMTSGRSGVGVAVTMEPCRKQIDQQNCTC
Wnt act: Wnt/beta-catenin pathway activation; Wnt/beta-catenin reporter cell assay, activator, plate reader; activation, % at 9.35 µM; 300,000 tested, 1.2% active; AID 743398; in the data active = activation above about 30%, passing the limit was not always enough;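 note: 0% = neutral control wells and 100% = positive control wells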
C-LANA FP: blocks KSHV LANA C-terminal domain binding to DNA | MBP-C-LANA/FAM-LBS DNA binding, fluorescence polarization | inhibition, % at 9 µM | 340,000 tested, 0.078% active | AID 504423;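 active = highest replicate inhibition at or above 60% at 9 µM, even if other replicates fall short; inactive = all replicates below 60% inhibition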;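 note: 0% = neutral control wells and 100% = 4 µM acridine orange control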
V-ATPase pH: regulators of yeast V-ATPase proton transport; S. cerevisiae, pHLuorin cytosolic pH fluorescence; response, % at 10 µM; 350,000 tested, 0.37% active; in the data active = response mostly above about 7.3%, no sharp cut-off; inactive = mostly below about 5.4%; note: actives read high; inactives centre near 0; some compounds called inactive have numbers as strong as hits; reference of the scale not given here
cardiac RTF act: cardiac RTF calcium sensitization. P19429+P45379. IANBD-labeled TnC RTF fluorescence at EC20 calcium; 0% EC20 calcium, 100% full calcium. activation, % at 7.2 µM. 340,000 tested, 0.24% active. AID 493008;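 active = activation above the mean over all tested compounds plus 3 SD, cut at about 30% in these data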;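 note: rise in fluorescence read as greater calcium sensitivity of cardiac thin filaments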
MOR-DOR inv ag: inverse agonist of human OPRM1-OPRD1 heterodimerization | P35372+P41143 | cell-based MOR-DOR heterodimer luminescence, inverse agonism | inhibition, % at 9.3 µM | 340,000 tested, 0.21% active | AID 504357; in the data active = inhibition above about 22%, passing the limit was not always enough;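 note: 0% = cells with DMSO and 100% = wells without cells with DMSO; values of inactives mirror those of a sister screen read the other way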
Arr AP2 block: human beta-arrestin and AP2 interaction inhibition. FITC-arrestin peptide / GST-AP2 beads, flow cytometry; AP2 beta2 appendage carries R879A mutation. 340,000 tested, 0.31% active. inhibition, % at 10 µM;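 active = inhibition above a set limit, near 3 SD of compounds lacking own fluorescence, cut at about 54% in these data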;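 note: plate controls were DMSO wells for no effect and 5 µM unlabelled arrestin peptide for full effect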
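Material – AP2 appendage R879A on GSH beads · Buffer or medium – PBS with 0.05% Tween 20 and 0.1% BSA · Probe or stimulus – fluorescein-tagged arrestin peptide at 50 nM final · Incubation – compound with beads 12 min RT, then probe 1 h RT · Detection – high-throughput flow cytometry of beads, ex 488, em 535 nm · Evaluation – percent response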
OPRM1-OPRD1 ag: OPRM1-OPRD1 heterodimerization agonism. P35372+P41143. cells, luminescence. activation, % at 9.3 µM. 340,000 tested, 0.3% active. AID 504326; in the data active = activation above about 18%;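 note: 0% = vehicle-treated cells and 100% = reference agonist; values of inactives mirror those of a sister screen read the other way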
DSG3 Ab inh: blocks pemphigus antibody binding to human desmoglein-3; P32926; DSG3-coupled beads, scFv-anti-DSG3-GFP binding, flow cytometry; stronger effect = lower value; binding (percent of control), % at 10 µM; 310,000 tested, 0.48% active;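 active = binding more than 3 SD below its plate's average and above zero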;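 note: hits lower antibody fragment binding to DSG3; some compounds called inactive have numbers as strong as hits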
* marks the source's active call; other numbers are inactive results; / = not tested or not shown.

SMILES	Cardiac RTF inh	Keap1-Nrf2 PPI	Wnt act	C-LANA FP	V-ATPase pH	cardiac RTF act	MOR-DOR inv ag	Arr AP2 block	OPRM1-OPRD1 ag	DSG3 Ab inh
O=C1CN(C(=O)COC(=O)CCc2ccccc2)c2ccccc2N1	2	-4	-3	-0.9	0	-5	10	28	-1.9	96
Cc1ccn2cc(C(=O)N3CCN(c4cnn(-c5ccccc5)c(=O)c4Cl)CC3)nc2c1	-2	1	-2	-1.6	2	-2	12	0	-3.1	90
CCOC(=O)C1CCCN(S(=O)(=O)c2cc(Br)cc3c2N(C(C)=O)CC3)C1 (stereo not drawn)	-6	2	-2	-0.4	-3	-4	-1	26	0.1	/
CCn1c2ccccc2c2cc(/C=N/NC(=O)c3cccc(C)c3)ccc21	-4	-2	/	-1.0	1	-5	-3	2	0.5	/
CC(=O)Nc1ccc(NC(=O)COc2cc(C)cc3oc(=O)cc(C)c23)cc1	-4	0	1	1.3	2	3	16	3	-2.9	97
COc1cc(NC(=O)c2onc(C)c2Cl)cc(OC)c1OC	-4	2	-1	-1.3	6	-7	-11	23	2.5	108
Cc1nc(N2CCN(S(=O)(=O)c3ccccc3)CC2)c2cc(-c3ccccc3)sc2n1	2	-3	/	2.0	2	1	4	7	-0.8	107
Cc1ccc(S(=O)(=O)N2CCCC2)cc1C(=O)Nc1ccc(-n2cnnn2)cc1	4	1	-2	-2.3	-1	1	4	-3	-0.9	109
CCOC(=O)CC(NC(=O)c1ccc(C)cc1)c1ccc(C)cc1 (stereo not drawn)	4	2	-2	-0.7	-1	0	9	26	-1.5	99
CN(C)N=Nc1ccc(-c2cn(Cc3ccccc3)cn2)cc1	1	1	10	-0.8	1	-3	6	-2	-1.3	100

Structures above that have a Cl atom, in the order listed:
SMILES	Cardiac RTF inh	Keap1-Nrf2 PPI	Wnt act	C-LANA FP	V-ATPase pH	cardiac RTF act	MOR-DOR inv ag	Arr AP2 block	OPRM1-OPRD1 ag	DSG3 Ab inh
Cc1ccn2cc(C(=O)N3CCN(c4cnn(-c5ccccc5)c(=O)c4Cl)CC3)nc2c1	-2	1	-2	-1.6	2	-2	12	0	-3.1	90
COc1cc(NC(=O)c2onc(C)c2Cl)cc(OC)c1OC	-4	2	-1	-1.3	6	-7	-11	23	2.5	108

The main list resumes, repeating the 3 entries before the break.
SMILES	Cardiac RTF inh	Keap1-Nrf2 PPI	Wnt act	C-LANA FP	V-ATPase pH	cardiac RTF act	MOR-DOR inv ag	Arr AP2 block	OPRM1-OPRD1 ag	DSG3 Ab inh
Cc1ccc(S(=O)(=O)N2CCCC2)cc1C(=O)Nc1ccc(-n2cnnn2)cc1	4	1	-2	-2.3	-1	1	4	-3	-0.9	109
CCOC(=O)CC(NC(=O)c1ccc(C)cc1)c1ccc(C)cc1 (stereo not drawn)	4	2	-2	-0.7	-1	0	9	26	-1.5	99
CN(C)N=Nc1ccc(-c2cn(Cc3ccccc3)cn2)cc1	1	1	10	-0.8	1	-3	6	-2	-1.3	100
Nc1nnn(Cc2ccccc2)n1	-20	-2	/	-0.7	7	-1	1	-3	-0.1	77
O=C(N/N=C\C=C\c1ccc([N+](=O)[O-])o1)c1cccs1	-7	-4	9	0.7	2	-2	-3	12	0.5	95
O=C(Cn1cnc2c(OCc3ccccc3)ncnc21)NCc1ccc2[nH]ccc2c1	1	-4	3	-1.5	-4	-2	/	15	/	103
COc1ccc(C(=O)C[n+]2ccc(N(C)C)cc2)cc1	-4	0	1	-1.6	2	2	6	-8	-1.2	/
CCCCCCCCCCS(=O)(=O)N/N=C/c1ccc(O)cc1	-19	0	2	-0.4	-1	0	-16	7	2.3	99
CC(=O)N1c2ccc(S(=O)(=O)N3CCC(C(=O)NC4CCC(C)CC4)CC3)cc2CC1C (stereo not drawn)	-4	-2	1	0.8	4	-3	6	-6	-1.1	98
CC(C)c1ccc(S(=O)(=O)N2CCN(C(=O)CN3C(=O)NC4(CCCCC4)C3=O)CC2)cc1	-32	0	-1	-1.5	-2	-2	8	-1	-1.3	101
Cc1cc(C)cc(NC(=O)N2CCCCCCC2)c1	-9	-2	-3	2.5	-2	-3	3	-2	-0.5	108
O=C(Nc1ccc(NC(=O)c2ccco2)nc1)c1cccc(F)c1	3	-4	31*	0.9	-1	-3	-6	15	0.9	102
O=C(Nc1cccc(NC(=O)c2ccc([N+](=O)[O-])o2)c1)c1ccco1	8	2	-9	0.1	3	5	-85	7	15	53*
Cn1nnnc1NCc1ccccc1F	3	1	-1	-0.6	-3	-4	18	5	-3.7	131
CCN1CCCC1CNC(=O)c1cc(OC)c(OC)c(OC)c1 (stereo not drawn)	2	0	-3	1.3	1	5	2	24	-0.4	105
COC(=O)c1sccc1NC(=O)CSc1ccccc1NS(=O)(=O)c1ccccc1Cl	4	0	/	0.1	1	-12	-8	-5	1.2	100
NC(=O)C1CCCN(C(=O)c2ccc(Cl)c(S(=O)(=O)N3CCc4ccccc43)c2)C1 (stereo not drawn)	-3	-6	-4	2.5	3	-9	2	14	-0.3	86
Cc1ccc(Nc2nc(N)nc(CSc3nc(C)cc(C)n3)n2)cc1	-6	-4	-4	-0.4	-2	2	6	3	-1.1	101
O=c1c2c(nc3nc(Cc4ccccc4)[nH]n13)CCC2	-1	0	0	1.5	-2	2	3	11	-0.6	101
Cc1ccc(NC(=O)CCC(=O)OCC(=O)c2ccc(-c3ccccc3)cc2)cc1	-6	-1	/	-0.1	1	10	8	1	-1.4	96
COc1cc(/C=C2\C(=N)N3N=C(C)SC3=NC2=O)cc(Cl)c1OCCOc1ccc(NC(C)=O)cc1	-12	-2	0	-1.0	3	-4	-3	13	0.7	88
COc1ccc(OC/C(O)=C(\C#N)c2nc3ccccc3[nH]2)cc1	-6	3	/	1.3	0	-2	12	9	-2.2	16*
Cc1cn(C(=O)c2cccc(Br)c2)c(C)n1	1	-5	/	0.9	0	0	3	3	-0.6	110
COc1ccc(-n2nnc3c(SCC(=O)c4ccccc4)ncnc32)cc1	0	0	/	0.4	2	-1	-2	1	0.4	109
O=C(CSc1nc2ccsc2c(=O)n1-c1ccccc1)N1CCCC1	-4	1	/	0.0	-2	-6	9	6	-1.8	97
COc1ccc(Cl)cc1NS(=O)(=O)c1c(C)[nH]c(C)c1C(=O)N1CCCCC1	-12	-1	0	-0.8	-1	2	18	32	-3.6	100
CCN1C(=O)[C@H]2[C@@H](c3ccc(Cl)cc3)N3C(=O)CN(CCOC)C(=O)[C@@]3(Cc3ccccc3)[C@H]2C1=O	6	-3	-3	-1.7	1	2	8	2	-1.5	106
Cc1cccc(C)c1NC(=O)CN(C)C(=O)CN1C(=O)NC(C)(C)C1=O	-3	-2	-1	3.6	0	4	14	-13	-3.3	/
CCN(CC)S(=O)(=O)c1ccc(C(=O)Nc2nnc(CSC)o2)cc1	9	2	0	-0.5	-1	-2	5	16	-0.6	105
CC(=O)Nc1ccc(C(=O)OCC(=O)N2CCC(Cc3ccccc3)CC2)cc1	1	-3	-15	0.9	-2	-4	3	-11	-0.7	109
CC(=O)/C(C#N)=C1\NC(=O)C(Cc2ccc(C)c(Cl)c2)S1 (stereo not drawn)	0	6	-5	-0.6	1	0	-1	-3	0.2	95
COc1cc(OC)c(OC)cc1/C=C/C(=O)OCC(=O)Nc1c(C)n(C)n(-c2ccccc2)c1=O	0	-4	0	0.2	2	-2	11	1	-2.9	97
COc1ccccc1NC(=O)Cc1nnc(SCC(=O)Nc2nccs2)n1C	-6	-2	-4	0.2	6	-3	7	-1	-1.3	108

Full records from above. Order of values: Cardiac RTF inh	Keap1-Nrf2 PPI	Wnt act	C-LANA FP	V-ATPase pH	cardiac RTF act	MOR-DOR inv ag	Arr AP2 block	OPRM1-OPRD1 ag	DSG3 Ab inh
`Cc1cccc(C)c1NC(=O)CN(C)C(=O)CN1C(=O)NC(C)(C)C1=O` is listed as -3	-2	-1	3.6	0	4	14	-13	-3.3	/
`O=C(CSc1nc2ccsc2c(=O)n1-c1ccccc1)N1CCCC1` is listed as -4	1	/	0.0	-2	-6	9	6	-1.8	97
`CC(=O)/C(C#N)=C1\NC(=O)C(Cc2ccc(C)c(Cl)c2)S1` (stereo not drawn) is listed as 0	6	-5	-0.6	1	0	-1	-3	0.2	95
`CCN1C(=O)[C@H]2[C@@H](c3ccc(Cl)cc3)N3C(=O)CN(CCOC)C(=O)[C@@]3(Cc3ccccc3)[C@H]2C1=O` is listed as 6	-3	-3	-1.7	1	2	8	2	-1.5	106
`CC(=O)Nc1ccc(C(=O)OCC(=O)N2CCC(Cc3ccccc3)CC2)cc1` is listed as 1	-3	-15	0.9	-2	-4	3	-11	-0.7	109

Later entries.
SMILES	Cardiac RTF inh	Keap1-Nrf2 PPI	Wnt act	C-LANA FP	V-ATPase pH	cardiac RTF act	MOR-DOR inv ag	Arr AP2 block	OPRM1-OPRD1 ag	DSG3 Ab inh
Cn1c(=O)c2cc(S(=O)(=O)NCCC(=O)Nc3ccc(F)cc3F)ccc2n(C)c1=O	-7	-4	-1	0.0	-2	2	10	14	-1.9	99
O=C1C2C3C=CC(C3)C2C(=O)N1/N=C/c1cn(Cc2ccc(F)cc2)c2ccccc12 (stereo not drawn)	-1	3	1	-0.3	0	-5	24	6	-4.2	94
C/C(=N/OC(=O)C1CC1c1ccccc1)c1ccccc1 (stereo not drawn)	-15	-2	0	-1.5	6	11	-31	-8	5.9	97
COCCNC(=O)c1c[nH]c2ccc(S(=O)(=O)Nc3ccc(F)cc3F)cc2c1=O	-2	-2	-1	-0.5	0	-5	8	26	-1.8	98
Cc1ccc(CNC(=O)CS(=O)Cc2nc(-c3ccccc3C)oc2C)cc1 (stereo not drawn)	-4	-4	1	2.6	-1	7	1	5	-0.2	95
CCN1/C(=C\C=C2\C(=O)N(C)C(=S)N2C)Sc2ccccc21	-17	-2	3	-0.8	-3	15	-1	5	0.2	98
COC(=O)CCCNC(=O)CC1C(=O)NCCN1Cc1ccoc1 (stereo not drawn)	1	4	3	-0.4	1	-3	16	4	-3.2	89
Cc1c(C(=O)Nc2ccc3c(c2)OCO3)oc2ccccc12	-5	-4	27	-0.4	2	3	-25	8	4.4	95
Cc1ccccc1CNS(=O)(=O)c1ccc2c(c1)OCCO2	-1	-4	0	0.1	2	2	10	15	-1.7	108
CN(C)CCC(=O)N1C/C(=C/c2ccccc2)C(=O)/C(=C\c2ccccc2)C1	5	-29	-25	-3.7	11	2	43*	-3	-8.3	102
O=C(CN1C(=O)NC2(CCCCC2)C1=O)Nc1cccc(S(=O)(=O)N2CCOCC2)c1	-5	-2	1	-1.3	0	7	0	-5	0.0	99
CCN(CC)C(=O)[C@H]1C[C@H](CC(=O)NCCC2=CCCCC2)C(=O)N2CCc3c([nH]c4ccc(Cl)cc34)[C@]12C	1	-1	-2	0.8	2	-8	1	37	-0.1	104
